Screens: PubChem, several laboratories
PDI inh = inhibitors of human PDI, primary screen, biochemical, turbidity, single point, plate reader | inhibition, % at 10 µM | AID 588391, 2011 | Protein disulfide-isomerase (Homo sapiens), P07237 | PDI insulin aggregation turbidity, A650, 90 min | 350,000 compounds, 0.052% hits;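 active = mean inhibition across replicates of 30% or more, whatever share of single replicates reach that level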;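 also: absorbance from insulin aggregation driven by PDI reduction with DTT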
Target sequence (P07237 whole entry, looked up): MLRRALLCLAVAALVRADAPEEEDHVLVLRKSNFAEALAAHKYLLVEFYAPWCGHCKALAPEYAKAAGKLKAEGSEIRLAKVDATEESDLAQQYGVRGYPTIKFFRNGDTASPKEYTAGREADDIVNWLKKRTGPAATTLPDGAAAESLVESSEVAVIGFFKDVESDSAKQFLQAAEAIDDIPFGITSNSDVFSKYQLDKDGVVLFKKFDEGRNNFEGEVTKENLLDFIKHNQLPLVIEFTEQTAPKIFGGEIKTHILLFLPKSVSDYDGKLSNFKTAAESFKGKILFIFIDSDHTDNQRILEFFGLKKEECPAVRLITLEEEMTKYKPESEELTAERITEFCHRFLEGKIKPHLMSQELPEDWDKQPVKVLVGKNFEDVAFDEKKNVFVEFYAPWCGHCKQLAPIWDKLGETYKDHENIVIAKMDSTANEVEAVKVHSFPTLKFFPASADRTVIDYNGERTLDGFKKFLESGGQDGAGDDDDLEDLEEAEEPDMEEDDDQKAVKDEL
Shn3 inh set2 = reduction of Shn3 3'UTR firefly luciferase signal, primary screen, Schnurri-3 inhibitor project, cell-based, Clone20 osteoblasts, set 2 | Clone20 osteoblast Shn3 3'UTR firefly luciferase, 24 h | inhibition, % at 12.5 µM | 360,000 compounds, 0.52% hits | AID 588674, 2011;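 active = mean inhibition of at least 75% with every replicate also reaching 75%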;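 also: 0% = median of neutral control wells and 100% = pilot-screen positive control compound; some compounds past the cut are filed as inactive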
NR2E3 ag-1 = NR2E3 agonists in two-hybrid cells, primary screen, cell-based, luminescence, CHO-S, Gal4-NCOR/VP16-NR2E3 | luciferase | 360,000 compounds, 0.35% hits | Photoreceptor-specific nuclear receptor (Homo sapiens), Q9Y5X4 | AID 602229, 2012 | inhibition of corepressor binding, % at 3.98 µM;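 active = inhibition above the mean of all tested compounds plus 3 SD, cut at about 70% in these data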;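 also: 0% = DMSO with NR2E3 transfected cells and 100% = cells lacking NR2E3 construct; higher means lower luciferase signal from less NR2E3 corepressor binding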
Target sequence (Q9Y5X4 whole entry, looked up, the tested form may be a part): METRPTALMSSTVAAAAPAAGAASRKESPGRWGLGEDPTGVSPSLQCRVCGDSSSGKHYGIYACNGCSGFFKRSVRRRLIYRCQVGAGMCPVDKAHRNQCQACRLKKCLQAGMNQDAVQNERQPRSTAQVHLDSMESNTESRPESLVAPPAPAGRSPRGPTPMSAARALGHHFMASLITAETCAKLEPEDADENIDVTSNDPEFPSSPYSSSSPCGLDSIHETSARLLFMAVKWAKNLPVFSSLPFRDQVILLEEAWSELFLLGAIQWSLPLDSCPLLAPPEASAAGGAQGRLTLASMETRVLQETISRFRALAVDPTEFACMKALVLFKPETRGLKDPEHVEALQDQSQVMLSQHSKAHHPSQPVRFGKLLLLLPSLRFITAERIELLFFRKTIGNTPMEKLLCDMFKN
NR2E3 ag-2 = inhibitors of NR2E3-RetCOR corepressor binding, primary screen, NR2E3 agonist project, biochemical, TR-FRET, GST-NR2E3, biotin-RetCOR; Photoreceptor-specific nuclear receptor (Homo sapiens), Q9Y5X4; inhibition of corepressor binding, % at 4.78 µM; 1536-well; AID 2300, 2010; 320,000 compounds, 0.12% hits;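 active = percent inhibition above the cutoff of mean plus 3 SD of all tested compounds, set per screening campaign, cut at about 20% in these data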;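 also: 0% = DMSO wells and 100% = biotin wells as full block of FRET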
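System: GST-tagged NR2E3 plus biotinylated RetCOR corepressor; Amount: 1.35 nM GST-tagged NR2E3 final; Dosing: single nominal compound dose of 4.8 µM; Schedule: 5 h incubation at 4 °C; Technique: TR-FRET with europium anti-GST and streptavidin-D2, 340 nm excitation; Controls: biotin wells as high control, 0.6% DMSO wells as low control.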
Vif imaging = HIV Vif self-association inhibitors, primary screen, imaging, HEK293T, single point; AID 602346, 2012; inhibition, % at 7.49 µM; HEK293T cells, Vif self-association by quenched fluorescence, 24 h; 340,000 compounds, 0.35% hits; in the data active = inhibition above about 50%, passing the limit was not always enough; also: some results filed as inactive read as strong as hits
HIF-2a inh = HIF-2a reporter inhibitors, primary screen, luminescence, 786-0 RCC cells | 360,000 compounds, 0.72% hits | 786-0 RCC cells HIF-2a reporter, luciferase luminescence, overnight | inhibition, % at 18.8 µM | AID 624352, 2012;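 active = inhibition of the luminescence signal of 40% or more relative to plate controls, in a single-dose primary screen at 18.75 µM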
CaV13 ICDI inh = Primary screen for inhibitors of IQ motif and Ca2+-dependent inactivation inhibitor domain binding in CACNA1D, Förster resonance energy transfer in living cells, …. HEK cells, CFP/YFP FRET ICDI-IQ, plate reader, 10 min; percent FRET-ratio fall versus neutral wells. inhibition, % at 12.3 µM. 340,000 compounds, 0.098% hits;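 active = mean replicate inhibition of at least 30% and at least 1% of replicates passing that level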;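 also: 0% = median of the neutral control wells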
Peg3 prom inh = Peg3 promoter-driven luciferase inhibitors, primary screen, cell-based, HeLa, luciferase luminescence; inhibition, % at 20 µM; AID 588405, 2011; 360,000 compounds, 1.7% hits; HeLa PEG-Prom luciferase reporter, overnight;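 active = inhibition of at least 50% at 20 µM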
TRPM1 prom inh = inhibitors of MITF-dependent TRPM1 promoter reporter, primary screen, cell-based, SK-MEL-5, single point, luciferase; SK-MEL-5 TRPM1 promoter luciferase, 24 h; inhibition, % at 12.5 µM; 330,000 compounds, 0.83% hits; AID 488899, 2010;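 active = mean inhibition across replicates of 60% or more, whatever share of single replicates reaches that level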; also: values of inactives mirror those of a sister screen read the other way
CF NFkB block = inhibitors of PAF-induced NF-kB signaling, primary screen, cell-based, GFP fluorescence, uHTS; KKLEB NF-kB-GFP reporter, GFP fluorescence overnight; inhibition, % at 5 µM; 360,000 compounds, 0.86% hits;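 active = at least 50% inhibition at 5 µM, scaled per plate between neutral and stimulator controls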;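 also: PAF is a Pseudomonas aeruginosa culture filtrate used as stimulus; plate controls were PAF-stimulated DMSO wells for no effect and unstimulated DMSO wells for full effect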
KKLEB tox = cytotoxicity in KKLEB CF airway cells, primary screen, cytotoxicity control for CF NF-kB inhibitor project, cell-based, uHTS, fluorescence assay plates | KKLEB CF airway cells viability, ATPlite luminescence, overnight; stronger effect = lower value; cells stimulated with P. aeruginosa culture filtrate | activity change (cytotoxicity), % at 5 µM | 360,000 compounds, 0.36% hits | AID 602141, 2011;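 active = corrected activity change at or below -50% at 5 µM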
* hit, by the source's call; x = no result given.

SMILES	PDI inh	Shn3 inh set2	NR2E3 ag-1	NR2E3 ag-2	Vif imaging	HIF-2a inh	CaV13 ICDI inh	Peg3 prom inh	TRPM1 prom inh	CF NFkB block	KKLEB tox
Cc1ccc(-c2noc(COc3ccc4c(c3)OCO4)n2)cc1	-1	-5	1	2	-6	-33	x	-29	8	-4	-1
CN(C)C1=C(Cl)C(=O)N(c2ccc(Cl)c(Cl)c2)C1=O	1	-15	-2	-1	-7	-11	-5	-16	11	-18	-4
CCn1c2ccccc2c2cc(NC(=O)c3ccc([N+](=O)[O-])cc3)ccc21	-1	-3	-25	3	x	7	x	-11	-9	10	-4
N#Cc1c(-c2ccco2)ccn(Cc2cccc(F)c2)c1=O	4	-8	8	3	-2	4	1	-1	9	0	-13
O=C(CSc1ccc(-c2cccs2)nn1)Nc1ccccc1	-2	0	-13	-3	-11	-74	-3	-62	-8	3	3
COc1ccc(OCC(=O)N2N=C(C(F)F)CC2(O)C(F)F)cc1 (configuration not stated)	-6	2	-7	0	-11	4	-5	-9	8	21	-1
COc1ccc(CNC(=O)C2CCN(S(=O)(=O)N3CC(C)CC(C)C3)CC2)cc1 (configuration not stated)	-3	11	2	0	2	5	-7	1	7	9	6
S=c1[nH]nc(-c2ccn[nH]2)n1-c1ccccc1Cl	-3	-6	-17	-1	6	-87	-5	-80	5	9	0
COc1ccccc1C(=O)Nc1ccc(OCc2nnc3c4ccccc4c(C)nn23)cc1	-5	4	-59	3	-9	-36	-3	-6	-19	8	-7
Cc1cccc(C(=O)NCCNc2nc3cc(C)c(C)cc3cc2C)c1	4	24	-30	5	1	18	-5	24	-1	-3	6
COc1ccc(-n2c(SCC(=O)Nc3ccc(C(=O)O)cc3)nnc2-c2cccs2)cc1	1	10	-24	1	-4	12	-5	8	4	-8	-6
Cc1c(Cl)cccc1-c1ccc(CNCc2ccccn2)o1	-1	-8	-6	1	4	-98	-7	-76	7	0	-1
CCC(C)(C(=O)NC1CCCC1)N(C(=O)c1ccccn1)c1ccc(C)cc1 (configuration not stated)	-4	6	-12	0	-2	-30	-4	-16	-6	-9	8
COc1ccc(OC)c(S(=O)(=O)n2nnc3cc(Cl)ccc32)c1	-12	8	9	0	1	1	-5	24	8	4	11
Cc1ccc(C(CNS(=O)(=O)c2ccc(C)cc2)N2CCN(C)CC2)cc1 (configuration not stated)	4	-15	2	-4	5	1	-6	-8	-13	-4	-4
CCOC(=O)NN1C(=O)c2ccccc2NC12CCCC2	4	13	14	-5	-1	0	-2	9	1	15	-7
Cc1ccc(S(=O)(=O)N2CCN(C(=O)CN3C(=O)NC(C)(CCC(C)C)C3=O)CC2)c(C)c1 (configuration not stated)	-21	23	-1	x	1	9	-14	4	4	0	6
O=c1[nH]c2ccccc2cc1CN(Cc1cccnc1)S(=O)(=O)c1ccc(Cl)cc1	-3	3	-3	1	2	9	-7	26	-5	25	-21
Cc1nc2c(ccc3nc(NC(=O)Cc4ccccc4)sc32)s1	-11	-7	-88	-2	-6	-133	-6	-159	-29	16	-23
O=C(COC(=O)COc1ccccc1)NC1CCCc2ccccc21 (configuration not stated)	-5	-13	-19	-2	5	10	-5	12	-2	6	4
O=c1cc(CN2CCN(S(=O)(=O)c3ccccc3[N+](=O)[O-])CC2)nc2sccn12	6	2	-19	-4	-1	23	-7	11	3	6	13
CCc1nc(NCCCn2ccnc2)c2oc3ccccc3c2n1	-1	15	-6	-2	8	5	x	13	20	17	-9
CC(C)NC(=S)N1CCN(C/C=C/c2ccccc2)CC1	6	20	24	-1	-29	13	-6	7	-9	26	4
CCOC(=O)/C(C#N)=C1\Nc2ccccc2N=C1N(CC(C)C)CC(C)C	-3	39	41	-1	x	-25	-17	26	12	-22	-2
CSc1c(CC(=O)Nc2ccccc2Cl)n(Cc2ccccc2)c2ccccc12	5	18	-24	1	-2	13	-1	28	8	9	-14

Single records, from the list above. Order of values: PDI inh, Shn3 inh set2, NR2E3 ag-1, NR2E3 ag-2, Vif imaging, HIF-2a inh, CaV13 ICDI inh, Peg3 prom inh, TRPM1 prom inh, CF NFkB block, KKLEB tox
Record of COc1ccc(-n2c(SCC(=O)Nc3ccc(C(=O)O)cc3)nnc2-c2cccs2)cc1 : 1, 10, -24, 1, -4, 12, -5, 8, 4, -8, -6
Record of CCn1c2ccccc2c2cc(NC(=O)c3ccc([N+](=O)[O-])cc3)ccc21 : -1, -3, -25, 3, x, 7, x, -11, -9, 10, -4
Record of COc1ccc(CNC(=O)C2CCN(S(=O)(=O)N3CC(C)CC(C)C3)CC2)cc1 (configuration not stated) : -3, 11, 2, 0, 2, 5, -7, 1, 7, 9, 6

Carrying on.
SMILES	PDI inh	Shn3 inh set2	NR2E3 ag-1	NR2E3 ag-2	Vif imaging	HIF-2a inh	CaV13 ICDI inh	Peg3 prom inh	TRPM1 prom inh	CF NFkB block	KKLEB tox
COC(=O)c1c(NS(=O)(=O)c2ccc3ccccc3c2)sc2c1CCCC2	-1	15	8	3	-4	6	-9	15	7	15	-5
COc1ccc(S(=O)(=O)N2CCOCC2)cc1C(=O)NC1CCCCCC1	1	3	-12	-3	-3	17	-15	-7	2	3	-4
Cc1ccc(-c2csc(NC(=O)c3cccs3)n2)cc1	3	-38	-111	4	-1	-304	-6	-343	-52	-56	4
COc1ccc(/C=N/NC(=O)C2(C)NC(C)(C)Cc3ccccc32)cc1 (configuration not stated)	7	-7	-10	2	9	6	-7	3	-11	-6	-15
Cc1ccc2c(c1)N(CCC(=O)NC1CCCCC1C)C(=O)CO2 (configuration not stated)	-2	-14	10	5	-1	2	-3	1	3	-14	3
O=C(Nc1ccc(F)c(Cl)c1)c1cc(C2CCCN(S(=O)(=O)c3ccccc3)C2)on1 (configuration not stated)	2	8	-12	x	-2	-39	-5	-7	x	13	-13
CCOc1ccccc1Nc1nc(N)nc(CN(C)C2CCCCC2)n1	4	11	2	-4	5	17	-4	10	5	-4	-3
CC1(C)C(=O)NCCN1C(=O)CCCC(=O)O	4	4	-1	-3	6	17	-4	15	-2	-6	2
COc1ccc(NS(=O)(=O)c2cccc(C(=O)Nc3cccc(C(=O)O)c3)c2)cc1	0	-6	-8	4	6	21	-6	5	-1	4	-17
O=C(NC1CC1)c1nc(Cn2ccc([N+](=O)[O-])n2)no1	-9	15	-10	-3	20	10	-3	11	5	-5	13
O=C(O)CC1S/C(=N\N=C2CCCCCCC2)N(c2ccccc2)C1=O (configuration not stated)	10	-1	-13	-3	1	11	-5	-2	-2	-11	0
OCC1OC(n2cnc3c(SCc4ccccc4)nc(NO)nc32)C(O)C1O (configuration not stated)	-3	7	-17	x	3	-11	-7	-6	x	12	-4
CCCNC(=O)CS(=O)Cc1nc(-c2ccc(OC)cc2)oc1C (configuration not stated)	x	4	-20	2	-6	-9	-2	5	10	19	14
COc1ccc(Cl)cc1NC(=O)N1CCC(C)CC1	7	-6	-11	3	7	4	2	5	5	-9	10
N/C(CC(=O)Nc1cccc(C(F)(F)F)c1)=N/O	-4	4	-29	1	-2	-7	-4	-13	-5	16	4
O=C(CN1C(=O)c2cccnc2Oc2ccc(Cl)cc21)NC1CCCC1	-1	9	-9	2	0	15	-3	6	-4	3	-10
O=C(NNc1ncnc2c1cnn2-c1ccc(F)cc1)c1ccco1	-4	2	0	-1	3	-30	x	-9	-13	2	8
COc1ccccc1NS(=O)(=O)c1cccc(C(=O)N2CCN(C/C=C/c3ccccc3)CC2)c1	0	2	-2	3	1	10	-6	14	6	-16	3
Cc1c(C)n(CC(O)CNc2ccccc2)c2ccccc12 (configuration not stated)	1	8	-29	3	5	9	3	10	-6	7	-14
CCOC(=O)CN1C(c2ccccc2O)Nc2ccc(Br)cc2C1c1ccccc1 (configuration not stated)	1	5	9	2	-5	20	-3	10	-1	-6	13
CCCCn1c(N)c(N(CCOC)C(=O)CCCc2cccs2)c(=O)[nH]c1=O	3	-15	-16	1	-4	0	-2	-1	9	-6	2
CCN(Cc1ccncc1)C(=O)Cc1cccs1	12	12	-9	2	28	9	-2	6	4	8	5
Cc1ccc(C(=O)N2CCC(C(=O)NCc3cccnc3)CC2)cc1	6	-3	-4	5	-4	-2	-8	14	0	-9	8
O=C(Nc1nncs1)C1CC(=O)N(C2CCCC2)C1 (configuration not stated)	-13	7	-25	2	-2	6	-6	9	6	7	0
CC1(C(=O)O)CCC(C(N)=O)C1(C)C (configuration not stated)	-5	0	1	-4	9	10	-2	11	-5	9	6
More records:
SMILES	PDI inh	Shn3 inh set2	NR2E3 ag-1	NR2E3 ag-2	Vif imaging	HIF-2a inh	CaV13 ICDI inh	Peg3 prom inh	TRPM1 prom inh	CF NFkB block	KKLEB tox
CCOC(=O)c1cnc2ccc(Cl)cc2c1Nc1ccc(S(=O)(=O)Nc2ncccn2)cc1	-6	0	-3	1	-15	16	-7	25	-1	17	4
CCCCC1=CC2=CC(=O)C(C)(OC(=O)CC)C(=O)C2=CN1CCCCO (configuration not stated)	7	-3	-8	-2	-2	4	-5	-12	2	4	-4
O=C(Nc1ccccc1)C1CCN(C(=O)c2ccc(Br)cc2)CC1	-3	-20	-7	0	-8	4	-7	-8	-10	-10	4
O=C(CNC(=O)c1ccc(Cl)cc1)OCc1nc2ccccc2s1	2	-6	-55	-2	-1	-27	0	-51	-12	-8	-15
CCOc1ccc(-c2c(C)n([O-])c3c([n+]2=O)CCCC3)cc1	-21	8	-6	-4	19	-7	-5	-4	11	5	-8
CCN(CC)c1ccc(/C=N/N=C(N)N)c(O)c1	-1	-11	-37	-9	65*	-16	-3	-27	25	3	4
Cn1cnc([N+](=O)[O-])c1Sc1ccc(Br)cc1	10	-7	-6	3	-5	5	-6	8	-3	6	-12
COc1ccc(C)cc1S(=O)(=O)N(CC(=O)NCc1ccc(Cl)cc1)Cc1ccccc1	6	-30	-6	-2	-13	-5	-3	31	0	6	-15
Clc1ccc(OCCCNCc2ccccc2)c2ccccc12	9	5	-14	4	-3	-5	-5	93*	6	43	-53*
O=C(COc1ccc2c3c(c(=O)oc2c1)CCC3)N[C@@H](CSCc1ccccc1)C(=O)O	x	-1	-14	-1	0	12	x	4	-3	-15	10
CCOCCOc1cccc(C(=O)NC(C)c2ccc3ccccc3c2)c1 (configuration not stated)	8	30	20	4	4	4	-22	20	7	2	0
Cn1c(=O)n(Cc2ccccc2F)c2ccccc21	-3	-11	4	1	11	3	-8	13	-5	8	-15

Rows were taken by chance. About 3.3% of those tested had a hit in this group.
